Screens from PubChem BioAssay.
FN deposit inh – fibronectin deposition inhibition. AH1F fibroblasts, Alexa488-fibronectin deposition fluorescence, overnight. inhibition, % at 12.6 µM. hit rate 0.086% among 350,000. AID 743247;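 active = mean inhibition across replicates of 30% or more, regardless of how many single replicates reach that level; inconclusive = mean under 30% yet at least half of replicates reach 30%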;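 also: positive control wells lacked labelled fibronectin entirely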
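Measured by – fluorescence 485/525 nm · System – AH1F fibroblast monolayer, labelled fibronectin deposition · Amount – 10000 cells per well · Buffer or medium – serum-reduced DMEM (2% serum) · Doses – single dose, pinned · Also added – fluorescent fibronectin at 24 nM final · Schedule – 1 h cell attachment, overnight exposure to compound and label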
PAX8 inh HTS – lowers PAX8-driven luciferase in RMG-I cells; inhibition, % at 12.6 µM; RMG-I TPO-luciferase reporter, SteadyGlo, 24 h; hit rate 1.2% among 360,000; AID 652154;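 active = mean replicate inhibition at least 60% with every replicate also reaching 60%; inconclusive = only one of the two criteria is met; inactive = mean below 60% and not all replicates reaching 60%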;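 also: luciferase light reporting Pax8 driven TPO promoter activity; plate controls were median of neutral control wells for no effect and mitoxantrone controls for full effect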
PGC1a acetyl inh – PGC1a acetylation modulation, inhibitor mode | inhibition, % at 15.6 µM | hit rate 0.17% among 350,000 | U2OS PGC1a acetylation, AlphaScreen anti-acetyl-lysine; with virally co-expressed GCN5 acetyltransferase | AID 651687;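 active = every replicate shows inhibition of at least 40%; inconclusive = mean inhibition at least 40% but some replicate below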;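 also: 0% = neutral control wells and 100% = positive control wells; some results beyond the cut were filed as inactive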
LGR2 inh – Drosophila LGR2 receptor signaling inhibition; hit rate 0.35% among 380,000; inhibition, % at 9.99 µM; AID 720647; HEK293 LGR2, CRE-luciferase, bursicon-stimulated, 4 h;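 active = drop in luminescence signal, shown as inhibition above about 50% in the replicate tests, limit read from the data, passing the limit was not always enough; inconclusive = probably only some replicates passing the limit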;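 also: agonist challenge used bursicon conditioned medium at about half maximal strength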
Cneo AK release – causes C. neoformans cell lysis | AID 651654 | adenylate kinase release luminescence, 4 h; normalised: neutral wells 0, clomiphene wells 100 | hit rate 0.2% among 360,000 | lysis activity, % at 15 µM;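 active = mean lysis activity across replicates of at least 80%, whatever share of replicates individually reach that level; inactive = mean lysis activity below 80%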
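Material – log-phase Cryptococcus neoformans yeast cells · Input – 5 × 10^6 yeast cells/mL · Medium – fresh YPD growth medium · Doses – single compound concentration per well · Timing – static 4 h at 37 °C with compound, 1 h detection · Detection – adenylate kinase release luminescence · Read-out – signal increase indicating cell lysis · Control set – Clomiphene as positive lysis control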
miR-122 sensor – blocks miR-122 activity in Huh7 sensor cells. hit rate 0.3% among 340,000. Huh7 miR-122 Renilla luciferase sensor, 48 h; neutral wells = 0, positive control = 100. activation (reporter increase), % at 12.5 µM;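 active = mean replicate activation score at least 90 and every replicate individually at or above 90; inconclusive = only one of the two criteria met; inactive = neither criterion met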;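 also: higher luciferase means less miR-122 activity so hits act as miR-122 inhibitors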
EWS-Fli inh – blocks EWS/Fli oncoprotein-driven transcription. A673 NR0B1-luciferase reporter, viability-normalised. inhibition, % at 12.6 µM. hit rate 0.67% among 350,000. AID 651661;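 active = mean inhibition of at least 50% after viability correction, with every replicate also passing that limit; inconclusive = mean reaches 50% but only one of two replicates passes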;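 also: firefly luciferase signal divided by Alamar Blue viability fluorescence both relative to DMSO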
Casp6 inh – inhibitors of human caspase-6; AID 686996; purified caspase-6, Z-VEID-R110 cleavage fluorescence; inhibition, % at 12.5 µM; P55212; hit rate 0.53% among 350,000;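 active = mean inhibition across replicates at least about 35%, with every replicate also reaching that limit, limit read from the data; inconclusive = only one of the two criteria met; inactive = neither criterion met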;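 also: 0% = median of neutral control wells and 100% = no fluorescence left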
Target sequence (P55212 24-179 limits assumed): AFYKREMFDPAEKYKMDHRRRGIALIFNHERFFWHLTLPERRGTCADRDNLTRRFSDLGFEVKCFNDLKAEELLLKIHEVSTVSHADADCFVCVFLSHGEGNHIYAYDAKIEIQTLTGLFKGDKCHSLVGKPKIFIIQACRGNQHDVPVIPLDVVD
Target sequence (P55212 194-293 limits assumed): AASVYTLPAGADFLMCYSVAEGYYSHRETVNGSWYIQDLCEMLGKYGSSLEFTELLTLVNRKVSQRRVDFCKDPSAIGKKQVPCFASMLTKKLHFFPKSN
* = called active by the depositor; ? = inconclusive; . = not tested or not shown; & = joins results of further samples; [ ] = dose if it differs, or a comment.

1. CC(C)NC(=O)C1(C)CN(S(C)(=O)=O)CC(=O)N1C1CCN(Cc2ccccc2)CC1 (configuration not stated)
2. CO[C@H]1CC[C@H]2CCOc3c(C#N)cccc3C(=O)N(C)C[C@@H](c3ccccc3)CC(=O)N(C)C[C@H]1O2
3. CCC/C=C/c1ccc(CN2C(CC(C)C)C(=O)N(Cc3cn(CCOCOC)nn3)CCS2(=O)=O)cc1 (configuration not stated)
4. C[C@@H]1CN([C@@H](C)CO)C(=O)Cc2cc(NC(=O)NC3CCCCC3)ccc2O[C@H]1CN(C)Cc1ccc(C(=O)O)cc1
5. NC(=O)C1=C[C@H](c2ccc3c(c2)OCO3)C[C@H](OCc2ccc(CO)cc2)O1
6. C[C@@H]1CN([C@@H](C)CO)C(=O)c2cc(C#Cc3cccnc3)cnc2O[C@H]1CN(C)S(=O)(=O)c1ccccc1F
assay / entry	1	2	3	4	5	6
FN deposit inh	11	1	-2	.	12	-16
PAX8 inh HTS	0	1	2	-9	-78&-144	11
PGC1a acetyl inh	.	-8	0	5	8&-1	7
LGR2 inh	-8	-3	-8	16	-58	10
Cneo AK release	.	23	-2	-1	46&0	-2
miR-122 sensor	.	.	-1	-2[16.7 µM]	-7	-9[16.7 µM]
EWS-Fli inh	-9	-3	2	-5	-90&-65	-1
Casp6 inh	-12	-4	0	1	-2&-8	-1

7. CCC(=O)N1CCc2cc(S(=O)(=O)CCC(=O)N(C)c3ccc(OC)cc3)ccc21
8. C/C(=N\NC(=O)c1ccc(CN2CCOCC2)cc1)c1cccc([N+](=O)[O-])c1
9. CCCNC(=O)C[C@H]1C[C@@H]2c3cc(NC(=O)C4CCOCC4)ccc3O[C@@H]2[C@@H](CO)O1
10. COC(=O)c1ccc(N=NN2CCCCC2)cc1
11. C[C@H](O)C#Cc1cnc2c(c1)C(=O)N([C@H](C)CO)C[C@H](C)[C@@H](CN(C)CC1CCCCC1)O2
12. CC1CCc2c(sc(NC(=O)CCc3nc4ccccc4c(=O)[nH]3)c2C#N)C1 (configuration not stated)
assay / entry	7	8	9	10	11	12
FN deposit inh	-5	4	-15	3	-33	3
PAX8 inh HTS	0	8	7	-115	.	4
PGC1a acetyl inh	1	10	7	.	7	0
LGR2 inh	-5	.	2	-58	-6	2
Cneo AK release	1	.	6	.	1	3
miR-122 sensor	-3	-6	0[16.7 µM]	.	-8[16.7 µM]	-14
EWS-Fli inh	-7	-3	-3	-76	-2	3
Casp6 inh	-2	1	-2	-1	3	1

13. Cc1cc(=O)[nH]c(N/N=C/c2ccc(C)o2)n1
14. O=C(Nc1nnc(N2CCCCCC2)s1)c1cc(-c2ccc(Br)cc2)on1
15. O=C(COC(=O)c1ccc(OC(F)F)cc1)NCCCN1CCCC1=O
16. O=C(NCCN1C(=O)S/C(=C\c2cccnc2)C1=O)C1CC(=O)N(Cc2ccco2)C1 (configuration not stated)
17. Cc1ccc(C)c(N2CCN(C(=O)C34CC5CC(C3)CC(n3nnc(C)n3)(C5)C4)CC2)c1
18. Cc1nn(-c2ccc(N3CCOCC3)nn2)c(C)c1CCC(=O)N1CCN(C)CC1
assay / entry	13	14	15	16	17	18
FN deposit inh	2	-10	-2	3	-2	8
PAX8 inh HTS	41	-18	3	20	24	-4
PGC1a acetyl inh	.	6	4	-12	0	-3
LGR2 inh	-6	.	10	.	23	-2
Cneo AK release	.	1	.	.	.	-1
miR-122 sensor	.	-5	.	-1	.	4
EWS-Fli inh	0	-11	-2	14	31	.
Casp6 inh	4	2	0	1	4	-2

19. C[C@@H](c1ccccc1)N1C[C@@H](COCc2ccccc2)Oc2cc(N3CC[C@H](N(C)C)C3)ccc2S1(=O)=O
20. Cc1noc(C)c1NC(=O)N[C@@H]1C=C[C@H](CC(=O)Nc2ccc(-c3ccccc3)cc2)O[C@@H]1CO
21. O=C(c1csc2c1CCCC2)N1CCN(c2ncccn2)CC1
22. C[C@@H]1CCCCO[C@H](CN(C)Cc2ccc(C(=O)O)cc2)[C@H](C)CN([C@@H](C)CO)C(=O)c2cc(NC(=O)C3CCCCC3)ccc2O1
23. Cc1ccc(C)c(S(=O)(=O)Nc2ccc(C(=O)NCCc3ccccn3)cc2)c1
24. COCCn1c(SCC(=O)NCCc2ccc(OC)c(OC)c2)nc2c([nH]c3ccccc32)c1=O
assay / entry	19	20	21	22	23	24
FN deposit inh	-14	-12	.	.	-4	-1
PAX8 inh HTS	1	.	.	11	9	19
PGC1a acetyl inh	.	1	0	-2	.	.
LGR2 inh	-11	-6	3	1	1	-2
Cneo AK release	.	.	-4	4	.	.
miR-122 sensor	.	.	5	0[16.7 µM]	.	.
EWS-Fli inh	12	-8	-8	-9	3	4
Casp6 inh	-4	2	0	-1	0	-2

25. Cc1ccccc1-c1noc(CNC(=O)c2ccco2)n1
26. COc1ccc(N2CCN(C(=O)[C@@H]3CCCN3C3=NS(=O)(=O)c4ccccc43)CC2)cc1
27. O=C(NC1CCCC1)C(c1c[nH]c2ccccc12)N(C(=O)Cn1nnc(-c2ccc(Cl)cc2)n1)c1ccccc1 (configuration not stated)
28. C[C@@H]1CN([C@H](C)CO)C(=O)CCCn2nncc2CO[C@H]1CN(C)C(=O)c1ccncc1
29. O=C(NC(C(=O)N1CCCC1C(=O)O)=C1CCCCC1)c1ccccc1 (configuration not stated)
30. CC(=O)Nc1ccc(OCC(=O)NCCc2ccccc2)cc1
assay / entry	25	26	27	28	29	30
FN deposit inh	-1	4	-4	6&-1	.	-1
PAX8 inh HTS	-18	3	.	-14&-6	.	2
PGC1a acetyl inh	-10	1	8	12&7&-16	16	.
LGR2 inh	4	.	.	-27&6	-40	3
Cneo AK release	4	0	1	5&-4&-1	1	0
miR-122 sensor	-11	26	-1	-2	0	-5
EWS-Fli inh	-5	-5	.	4&9&-8	.	-1
Casp6 inh	3	-3	.	-5&0&-1	.	8

Compound profiles (already shown). Order of values: FN deposit inh | PAX8 inh HTS | PGC1a acetyl inh | LGR2 inh | Cneo AK release | miR-122 sensor | EWS-Fli inh | Casp6 inh
C[C@H](O)C#Cc1cnc2c(c1)C(=O)N([C@H](C)CO)C[C@H](C)[C@@H](CN(C)CC1CCCCC1)O2 is entered as -33 | . | 7 | -6 | 1 | -8[16.7 µM] | -2 | 3
CCCNC(=O)C[C@H]1C[C@@H]2c3cc(NC(=O)C4CCOCC4)ccc3O[C@@H]2[C@@H](CO)O1 is entered as -15 | 7 | 7 | 2 | 6 | 0[16.7 µM] | -3 | -2

(list continues)
31. C[C@@H]1CN([C@@H](C)CO)C(=O)c2cc(C3=CCCCC3)cnc2O[C@@H]1CN(C)C(=O)Nc1cccc(F)c1
32. CCCC(=O)NC(=S)Nc1ccccc1OC
33. CS(=O)(=O)N[C@@H]1C[C@@H]2O[C@@H](CO)CC[C@@H]2O[C@@H]1CCc1ccc(-c2ccccc2F)cc1
34. CCN(CC)CCCN1C(=O)C(O)=C(C(=O)c2ccc(C)o2)C1c1ccc(C)o1 (configuration not stated)
35. Cc1c(C(=O)N(C)c2ccccc2Cl)cnn1-c1ccccc1
36. CC(C)Cc1nnc(NC(=O)CSc2nc(-c3ccccc3)cc(=O)[nH]2)s1
assay / entry	31	32	33	34	35	36
FN deposit inh	-7	1	.	4	8	-7
PAX8 inh HTS	-3	-15	2	6	-1	-9
PGC1a acetyl inh	15	4	6	-4	-21	.
LGR2 inh	-7	.	.	1	-8	-13
Cneo AK release	1	3	.	1	1	.
miR-122 sensor	-3[16.7 µM]	-1	.	-4	-3	.
EWS-Fli inh	-5	.	-6	.	-13	-6
Casp6 inh	-1	.	8	.	-1	0

37. Cc1cccc(C(=O)Nc2cccc3c2CCCC3)c1
38. COc1nc(OC)nc(N2CCC(NC(=O)C(Cc3ccc(C(C)C)cc3)NC(C)=O)CC2)n1 (configuration not stated)
39. Nc1cc(=O)[nH]c(=O)n1CC1CC1
40. Cc1ccc(S(=O)(=O)Nc2ccc3c(c2)CC(=O)N([C@H](C)CO)C[C@H](C)[C@@H](CN(C)C(=O)Nc2c(C)noc2C)O3)cc1
41. C[C@@H]1CN([C@H](C)CO)C(=O)Cc2cc(NS(=O)(=O)c3ccc(F)cc3)ccc2O[C@H]1CN(C)S(=O)(=O)c1cn(C)cn1
42. CCCCCCn1c(=O)n2n(c1=O)[C@@H]1CN(S(=O)(=O)c3ccc(C)cc3)C[C@]1(O)[C@@H](OC(=O)NCc1ccccc1)C2
assay / entry	37	38	39	40	41	42
FN deposit inh	-4	-7	7	.	.	-4
PAX8 inh HTS	-13	16	-32	-11	-45	26
PGC1a acetyl inh	0	20	10	0	7	.
LGR2 inh	2	.	0	14	-4	4
Cneo AK release	1	2	-1	-1	2	-7
miR-122 sensor	-4	-4	4	-7[16.7 µM]	-6[16.7 µM]	-6
EWS-Fli inh	1	.	2	2	-8	8
Casp6 inh	-1	.	.	.	.	-1

43. C[C@@H]1CN([C@H](C)CO)C(=O)Cc2cc(NC(=O)Nc3ccccc3)ccc2O[C@@H]1CN(C)C(=O)Nc1ccc(C(F)(F)F)cc1
44. Cc1cccc(C)c1NC(=O)C(c1ccc(C(F)(F)F)cc1)n1c(=O)c(-c2ccccc2)nc2ccccc21 (configuration not stated)
45. CCOC(=O)c1[nH]c2c(c1C)C(=O)CC(c1ccco1)C2 (configuration not stated)
46. O=C(NCCN1CCCC1)[C@H]1[C@H](CO)[C@H]2Cn3c(cccc3=O)[C@H]2N1Cc1ccccn1
47. CC=Cc1ccc2n(c1=O)C[C@@H]1[C@@H](CO)[C@H](C(=O)N[C@H](C)c3ccccc3)[C@H]2N1Cc1cccnc1 (mixture of isomers)
48. CCCCn1c(-c2ccccc2)nc2c(=O)n(C)c(=O)[nH]c21
assay / entry	43	44	45	46	47	48
FN deposit inh	.	6	16	-4	.	.
PAX8 inh HTS	1	8	83*	.	-33	.
PGC1a acetyl inh	-1	.	14	5	.	-6
LGR2 inh	13	6	-31	11	-12	-1
Cneo AK release	57	.	1	.	0	0
miR-122 sensor	18[16.7 µM]	.	?	.	2[16.7 µM]	1
EWS-Fli inh	-4	6	32	-2	-1	.
Casp6 inh	.	-2	33	.	-3	.

49. CCC(=O)N(C)C[C@@H]1Oc2cc(C#C[C@H](C)O)ccc2S(=O)(=O)N([C@@H](C)CO)C[C@@H]1C
50. CCS(=O)c1ccccc1C(=O)OCC(=O)Nc1cccc(S(=O)(=O)N2CCCCC2)c1 (configuration not stated)
51. O=C(Cc1ccccc1[N+](=O)[O-])NCCCc1ccccc1
52. CCOC(=O)CSc1nc(COc2ccccc2)nc2ccccc12
53. CCN(Cc1ccccc1)C(=O)C(C)OC(=O)c1cc(S(=O)(=O)Nc2c(C)n(C)n(-c3ccccc3)c2=O)ccc1C (configuration not stated)
54. COc1ccc(C(=O)Nc2cccc(-c3ccc4nncn4n3)c2)cc1OC
55. CCCc1cc(=O)oc2cc(OCC(=O)NCCN3CCOCC3)c(Cl)cc12
assay / entry	49	50	51	52	53	54	55
FN deposit inh	-2	-1	0	5	3	-4	1
PAX8 inh HTS	-3	12	7	-27	-5	11	-13
PGC1a acetyl inh	3	-15	-12	.	.	5	22
LGR2 inh	2	0	25	.	6	-25	-18
Cneo AK release	-7	1	1	2	.	.	1
miR-122 sensor	-2[16.7 µM]	-5	5	6	.	.	5
EWS-Fli inh	-10	11	-18	-12	6	9	0
Casp6 inh	1	2	-2	-3	3	-2	3
